Screening data deposited in PubChem BioAssay by several laboratories.
Ins promoter up: MIN6 insulin promoter up-regulation; MIN6 insulin promoter-GFP reporter, high-content imaging; stronger effect = higher value; z-score at 5 µM; 190,000 tested, 0.3% active;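 active = z-score above 3 at 5 µM with at least 500 cells counted in the well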
Dynein cargo inh: dynein cargo transport inhibition; 220,000 tested, 0.47% active; z-score, hits read low; 3617.4 mouse cells, GR-EGFP nuclear translocation imaging; test concentration mostly 20 µM; stimulated with dexamethasone, 1 µM; stronger effect = lower value;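 active = plate z-score of nuclear minus cytoplasmic receptor signal below a set negative limit, without overly bright fluorescence or cell loss, cut at about -3.5 in these data, passing the limit was not always enough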;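 note: z-score of nuclear minus cytoplasmic ring GR-EGFP intensity difference per well; some compounds called inactive have numbers as strong as hits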
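Medium: Induction medium lacking tetracycline, stripped serum | Probe or stimulus: 1.0 µM final dexamethasone stimulus | Schedule: 48 h induction, then 1 h compound, then 30 min agonist, 37 °C | Signal: Automated 10x imaging of fixed Hoechst-stained cells | Evaluation: Per-cell GR-EGFP intensity, nucleus versus surrounding cytoplasmic ring, well-averaged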
b-catenin transl: beta-catenin nuclear translocation modulation; 190,000 tested, 0.3% active; AID 1665; nuclear translocation activity, % at 5 µM; HeLa beta-catenin nuclear translocation, immunofluorescence imaging;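 active = nuclear translocation activity above 50% at 5 µM, with a well cell count of 50 or more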;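 note: per-cell ratio of nuclear to cytoplasmic median beta-catenin stain intensity; plate controls were DMSO negative control for no effect and GSK-3 inhibitor IX positive control for full effect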
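Signal – beta-catenin immunofluorescence imaging with DAPI · Test system – human HeLa cell line · Dosing – 5 µM primary single dose, 0.1% DMSO, 0.02–20 µM confirmation series · Measure – % activation, nuclear-to-cytoplasmic median beta-catenin signal ratio per cell · Incubation – 24 h compound exposure at 37°C, 5% CO2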
MT stabilizer: microtubule stabilization, imaging screen; AID 2205; HeLa tubulin immunostaining HCS, 24 h; share of cells brighter than vehicle mean+2SD; 200,000 tested, 0.83% active; % tubulin-high responders, % at 10 µM;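 active = plate Z-score above 3 for both tubulin-high and condensed-nucleus cell shares, with cell loss under 80%, at 10 µM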;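 note: anti alpha tubulin signal scored within the nucleus-defined area of each cell; some results filed as inactive read as strong as hits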
Myeloid diff MLP: myeloid differentiation induction; ER-HoxA9 myeloid progenitors, lysozyme-GFP differentiation, flow cytometry; 360,000 tested, 1% active; AID 624256; calls only at 10 µM;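 active = normalized GFP-positive differentiation at or above the plate's own cutoff, the solvent-only control mean plus 3 SD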;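 note: cells exposed to compound for four days before flow analysis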
Lipid droplet: modulators of hepatic lipid droplet formation | AML12 mouse hepatocytes, oleate lipid droplets, BODIPY imaging | 240,000 tested, 0.4% active | inhibition, % at 6.5 µM;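 active = lipid droplet intensity inhibited by at least 50%, with more than 500 cells counted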
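material = mouse AML12 hepatocyte cell line, fixed after treatment | also added = 100 µM oleic acid challenge | doses = compound at 6.5 µM only | schedule = overnight exposure | technique = Image-based BODIPY and DAPI two-channel analysis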
TNAP activators: stimulation of alkaline phosphatase TNAP activity – biochemical, luminescent, no phosphate acceptor, uHTS, primary screen (AID 1001). purified TNAP, luminescent activation assay, no phosphate acceptor; higher activation fold means a stronger effect. activation fold at 20 µM, or EC50 in µM where a hit was titrated. 200,000 tested, 0.03% active; in the data active = activation fold from about 3, or a potency from the dose series; inactive = the rest, 99 in 100 with activation fold below about 1.6; note: many of its hits are not listed in these tables
T cell HTS: T cell immune modulators affecting CD8 T cell-vesicle binding | calls only at 7 µM | 2C CD8+ T cell-vesicle binding, flow cytometry; stronger effect = lower value | 330,000 tested, 0.068% active;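 active = response, share of CD8 T cells binding vesicles, and their 90th percentile fluorescence all below set limits, cut at about 80% in these data, passing the limit was not always enough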
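Assay system – 2C mouse CD8+ T cells · Also added – QL9-loaded Drosophila micro-vesicles · Timing – Cell–vesicle co-incubation 1.5 h at 37 °C, staining 20 min on ice · Signal – flow cytometry of vesicle-bound cells · Measure – percent CD8+ FL2 mean versus row control · Controls – Peptide-free naked vesicles (low) and QL9 vesicles with 0.7% DMSO vehicle (high)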
PMI inhibitors: inhibitors of human PMI, primary screen, biochemical, fluorescence intensity, coupled assay (AID 1209). purified PMI enzyme, coupled fluorescence intensity; higher % means a stronger effect. inhibition, % at 20 µM; hits with a dose series show IC50 in µM. 190,000 tested, 0.42% active; in the data active = inhibition above about 50%;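 note: plate controls were DMSO vehicle for no effect and wells lacking substrate for full effect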
Dynein cargo inh cytoplasmic EGFP: further read-out of Dynein cargo inh, marked with its call; z-score; measured here: cytoplasmic GR-EGFP intensity; stronger effect = higher value
Dynein cargo inh nuclear GR-EGFP: second read-out of Dynein cargo inh, no call of its own (marks repeat the call); z-score; measured here: nuclear GR-EGFP intensity;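 lower value marks the stronger effect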
Dynein cargo inh cell count: recorded beside Dynein cargo inh, whose call it bears; z-score; measured here: cell count per field
Ins promoter up cell count: further read-out of Ins promoter up, marked with its call; cell count; measured here: cytotoxicity, nuclei count;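 total cells summed across four imaged fields per well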
Lipid droplet cells 6.5 µM: second read-out of Lipid droplet, no call of its own (marks repeat the call); cell count; measured here: cell count, cytotoxicity flag;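 cells counted across two imaged fields per well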
b-catenin transl cell count 5 µM: second read-out of b-catenin transl, no call of its own (marks repeat the call); cell count; measured here: cell count, cytotoxicity flag
T cell HTS vesicle-bound %: second read-out of T cell HTS, no call of its own (marks repeat the call); double positive events, %; measured here: CD8+ vesicle-bound cell fraction;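 binding gate set so that unloaded-vesicle control wells show 10% double positive cells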
MT stabilizer Hoechst-high %: recorded beside MT stabilizer, whose call it bears; % Hoechst-high responders; measured here: nuclear condensation Hoechst responders;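 share of cells brighter than vehicle mean plus two SD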
MT stabilizer cytotoxicity %: also measured in MT stabilizer; calls as there; toxicity, %; measured here: cytotoxicity by cell density;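 0% = mean cell density of plate MIN control wells and 100% = no cells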
Myeloid diff MLP GFP+ MAC1+ %: also measured in Myeloid diff MLP; calls as there; GFP+ MAC1+ double positive, %; measured here: differentiation confirmed by MAC1 staining
An asterisk follows results filed as active; i = inactive; . = not tested or not shown. Not a hit list; 3% or so of the library scored in one or more.

SMILES,Ins promoter up,Ins promoter up cell count,Dynein cargo inh,Dynein cargo inh cytoplasmic EGFP,Dynein cargo inh nuclear GR-EGFP,Dynein cargo inh cell count,b-catenin transl,b-catenin transl cell count 5 µM,MT stabilizer,MT stabilizer Hoechst-high %,MT stabilizer cytotoxicity %,Myeloid diff MLP,Myeloid diff MLP GFP+ MAC1+ %,Lipid droplet,Lipid droplet cells 6.5 µM,TNAP activators,T cell HTS,T cell HTS vesicle-bound %,PMI inhibitors
C=C(C)CSc1nnc(-c2ccc(OC)cc2)n1N,-0.95,1291,0.485,-0.233,0.58,0.502,-0.7,814,3.2,2.0,5.4,i,0.9,.,.,1.1,i,25.7,12.2%
Cc1cc(C)nc(Sc2ncnc3c2oc2ccccc23)n1,0.03,1380,-0.517,-0.209,-0.932,-0.949,6.1,1348,3.8,1.4,4.5,i,1.6,.,.,1.1,i,20.4,-1.0%
CCOC(=O)C1=C(C)NC2=C(C(=O)CCC2)C1c1cc(OC)ccc1OC (stereo not drawn),1.62,776,0.517,0.122,0.151,-1.2,-2.8,1000,4.3,2.7,8.2,i,7.7,1.0,738,1,i,25.9,-5.0%
Cc1ccc(OCC(=O)N/N=C/c2c[nH]c3ccccc23)c([N+](=O)[O-])c1,0.1,1284,-0.383,-0.273,-0.175,0.737,-0.7,559,3.6,3.1,10.1,i,1.2,-0.3,725,1.1,i,63.7,-7.2%
Cc1ccc(NC(=O)C2(c3ccccc3)CCOCC2)cc1,.,.,0.0149,-0.307,0.311,0.201,0.3,1587,.,.,.,i,0.5,-0.2,711,1.1,i,57.1,.
Cc1ccc(OCC(=O)c2ccc(Cl)s2)c([N+](=O)[O-])n1,.,.,-3.85*,0.802*,-2.03*,0.416*,1.9,1047,10.4,1.2,3.9,i,0.4,9.3,739,0.9,i,23.9,26.4%
CCNC(=O)COC(=O)c1cc(-c2ccc(OC)cc2)nc2ccccc12,-0.74,1597,-0.719,-0.187,0.282,0.464,-3.2,1413,2.2,1.7,3.4,i,1.4,.,.,1.1,i,39.3,3.5%
CS(=O)(=O)N(CCc1ccccc1)CC(=O)NCc1ccc(Cl)cc1,-0.63,1529,0.82,0.249,0.25,-1.44,-0.5,966,3.2,2.6,9.2,i,0.3,-3.3,735,1.2,i,54.3,3.3%
CCOC(=O)C1=C(C)NC(=O)/C1=C\N(C)C,-0.22,1256,-1.2,-0.327,-0.578,1.05,0.6,1054,2.3,2.3,7.6,i,0.1,-15.4,575,1.1,i,60.1,-27.2%
COC(=O)c1ccccc1SC1CC(=O)N(c2cccc(C)c2)C1=O (stereo not drawn),-0.04,1436,0.254,-0.259,-0.108,-0.344,-3.2,556,2.9,1.7,3.0,i,0.1,4.5,737,0.9,i,41.5,3.5%
COc1ccccc1C(=O)N/C(=C\c1ccc(Br)cc1)C(=O)NCCO,-0.06,1928,-0.211,-0.00896,0.282,-0.036,-2.4,1064,2.0,2.0,11.5,i,1.5,-0.5,699,1,i,37.1,6.9%
OC(COc1ccccc1)CN1CCCCCC1 (stereo not drawn),-0.01,1415,0.0512,-0.181,-0.0973,-0.211,-0.1,1155,1.9,3.3,4.3,i,0.3,-14.2,683,1.1,i,58.1,-8.0%
CCC(CC)=N/N=C/c1c(O)n(CC)c2cc(C3=NNC(=O)CC3)ccc12,.,.,1.93,0.0932,0.946,-2.09,0.8,468,5.1,1.6,7.3,i,0.9,-5.7,782,1.1,i,57.7,-44.7%
O=C(c1ccc(Cn2ccc([N+](=O)[O-])n2)cc1)N1CCN(Cc2ccccc2)CC1,0.5,1085,0.177,-0.227,0.0362,-0.383,2.8,1272,.,.,.,i,0.1,-31.4,697,.,i,29.2,.
Cc1ccc(S(=O)(=O)Cn2nnnc2C(CC(C)C)N2CCN(C(=O)c3ccco3)CC2)cc1 (stereo not drawn),0.07,1348,-0.264,-0.232,0.463,0.883,4.4,558,2.5,1.1,7.0,i,0.2,1.2,712,1,i,64.3,-9.6%
CCCc1nnc(NC(=O)CCC(=O)N2CCN(c3ccccn3)CC2)s1,.,.,-0.183,-0.211,-0.221,0.177,.,.,3.1,2.1,5.2,i,3.4,.,.,1,i,9.1,6.0%
Cn1cccc1C(=O)NC(=O)COC(=O)CNC(=O)c1ccc(Cl)cc1Cl,.,.,-0.203,-0.154,-0.536,-0.197,-0.7,1038,5.6,1.7,7.5,i,0.2,-9.7,683,1.2,i,59.7,-19.0%
Cc1nn(CC(=O)c2cccc(Cl)c2)c(C)c1[N+](=O)[O-],-0.67,1437,-0.256,0.134,-0.132,-0.816,0.1,1095,2.1,3.3,6.9,i,0.2,-4.7,710,1.2,i,16.5,-12.1%
COc1ccccc1Nc1cc(C)nc2c(C)ccc([N+](=O)[O-])c12,-0.58,1308,-0.594,-0.299,-0.486,0.777,1.4,656,2.8,1.7,1.7,i,0.8,-3.3,709,1,i,48.6,8.6%
Oc1ccccc1CN1CCC(C(O)(c2ccccc2)c2ccccc2)CC1,-0.55,1074,0.429,-0.31,-0.162,-0.28,-0.8,533,4.0,2.7,8.8,i,0.3,-14.7,728,1,i,43.1,5.9%
O=C(N/N=C/c1ccc2c(c1)OCO2)c1ccc(Br)o1,0.29,1565,-0.32,-0.245,-0.211,0.494,1.4,1040,4.7,2.8,7.9,i,0.5,13.2,701,1.3,i,32.8,3.6%
O=C1c2ccccc2NC2(CCCC2)N1O,1.69,825,0.469,-0.252,0.319,0.331,.,.,2.7,2.2,8.3,i,0.6,-0.6,770,1.1,i,52.5,-22.8%
Cc1[nH]c(=S)c(C#N)c(-c2ccco2)c1C(=O)N(C)C,0.01,1378,0.917,-0.257,0.351,-0.0588,-2.2,1052,3.6,1.4,8.5,i,0.2,3.6,719,1.1,i,30.2,5.4%
Cc1noc(C)c1COC(=O)C1COc2ccccc2O1 (stereo not drawn),-0.53,1174,-0.399,-0.218,-0.0329,0.485,-3.3,971,1.8,1.1,3.5,i,0.9,.,.,1,i,30.1,-4.7%
O=c1oc(/C=C/c2ccccc2)nc2sc3c(c12)CCC3,0.71,816,-0.00505,-0.14,0.0737,0.0422,-0.2,1213,0.9,1.5,7.4,i,1.1,16.4,744,1,i,29.6,6.6%
O=C(Nc1nc(-c2ccccn2)cs1)c1cc2ccccc2o1,1.22,900,1.39,0.139,1.08,-1.78,-2.3,1006,2.9,1.8,1.3,i,0.6,21.3,698,1.2,i,48.4,-51.4%
C[C@@H]1NC(=O)c2cc([N+](=O)[O-])cc(I)c2NCCCC[C@@H](C(N)=O)NC(=O)[C@H](CC(N)=O)NC1=O,1.16,1073,1.16,-0.301,0.838,0.291,.,.,5.1,2.3,7.8,.,.,2.3,747,1,i,55.1,-20.7%
Cc1nc2c(-c3ccc(F)cc3)c(C)nn2c(C)c1CCC(=O)Nc1ccccc1,-0.49,1026,1.4,-0.0492,1.25,-1.07,0.0,1406,.,.,.,i,0.5,-15.6,741,.,i,32.9,.
Clc1ccc(N/N=C/c2cccs2)nn1,-0.5,1137,-0.553,-0.178,-0.559,0.279,-1.6,1007,3.0,2.3,0.7,i,0.4,1.2,680,1,i,43.3,-23.4%
Cc1ccc(CNC(=O)C2CC(=O)N(c3ccc(OCC(=O)N4CCCC4)cc3)C2)cc1 (stereo not drawn),0.15,1245,0.554,-0.213,0.274,-0.0319,-4.8,580,3.4,2.0,3.0,i,0.6,12.7,747,1.1,i,20.0,1.1%
CC(C)c1nnc(NC(=O)c2cccs2)s1,0,1719,3.13,0.000501,2.33,-1.34,1.3,990,6.1,2.4,5.2,i,1.5,5.6,674,1.1,i,27.5,11.7%
COc1ccc2c(c1)c(C(=O)CN1CCN(Cc3ccccc3)CC1)c(C)n2C,0.4,1550,0.12,-0.109,0.00323,0.362,0.6,1336,.,.,.,i,0.4,-10.0,676,.,i,53.8,.
CN(C)c1cc[n+](CC(=O)c2ccc(Br)cc2)cc1,-0.82,1107,-0.606,-0.257,-0.374,0.0073,0.4,1097,3.1,2.8,7.4,i,0.6,3.1,726,1.1,i,23.6,-4.4%
Cc1nc(N)nc(COc2ccccc2)n1,0.19,1393,-0.275,-0.249,-0.376,0.398,-5.9,1300,.,.,.,i,0.7,5.4,710,.,i,15.0,.
Cc1cc[n+](Cc2ccc([N+](=O)[O-])cc2)cc1,0.12,1087,-0.281,-0.433,0.329,0.00898,-0.1,1100,0.1,2.8,9.0,i,0.3,-7.0,668,1.1,i,9.9,-0.8%
